mHTT CaM bind – mutant huntingtin-calmodulin interaction inhibitors – biochemical, AlphaScreen, primary screen; P42858; AlphaScreen His-mHTT/GST-CaM binding, luminescence; inhibition, % at 15 µM; hit rate 3.6% among 190,000;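 also: 0% = both proteins with DMSO and 100% = one protein alone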
Target sequence (P42858 whole entry, looked up, stated change not applied): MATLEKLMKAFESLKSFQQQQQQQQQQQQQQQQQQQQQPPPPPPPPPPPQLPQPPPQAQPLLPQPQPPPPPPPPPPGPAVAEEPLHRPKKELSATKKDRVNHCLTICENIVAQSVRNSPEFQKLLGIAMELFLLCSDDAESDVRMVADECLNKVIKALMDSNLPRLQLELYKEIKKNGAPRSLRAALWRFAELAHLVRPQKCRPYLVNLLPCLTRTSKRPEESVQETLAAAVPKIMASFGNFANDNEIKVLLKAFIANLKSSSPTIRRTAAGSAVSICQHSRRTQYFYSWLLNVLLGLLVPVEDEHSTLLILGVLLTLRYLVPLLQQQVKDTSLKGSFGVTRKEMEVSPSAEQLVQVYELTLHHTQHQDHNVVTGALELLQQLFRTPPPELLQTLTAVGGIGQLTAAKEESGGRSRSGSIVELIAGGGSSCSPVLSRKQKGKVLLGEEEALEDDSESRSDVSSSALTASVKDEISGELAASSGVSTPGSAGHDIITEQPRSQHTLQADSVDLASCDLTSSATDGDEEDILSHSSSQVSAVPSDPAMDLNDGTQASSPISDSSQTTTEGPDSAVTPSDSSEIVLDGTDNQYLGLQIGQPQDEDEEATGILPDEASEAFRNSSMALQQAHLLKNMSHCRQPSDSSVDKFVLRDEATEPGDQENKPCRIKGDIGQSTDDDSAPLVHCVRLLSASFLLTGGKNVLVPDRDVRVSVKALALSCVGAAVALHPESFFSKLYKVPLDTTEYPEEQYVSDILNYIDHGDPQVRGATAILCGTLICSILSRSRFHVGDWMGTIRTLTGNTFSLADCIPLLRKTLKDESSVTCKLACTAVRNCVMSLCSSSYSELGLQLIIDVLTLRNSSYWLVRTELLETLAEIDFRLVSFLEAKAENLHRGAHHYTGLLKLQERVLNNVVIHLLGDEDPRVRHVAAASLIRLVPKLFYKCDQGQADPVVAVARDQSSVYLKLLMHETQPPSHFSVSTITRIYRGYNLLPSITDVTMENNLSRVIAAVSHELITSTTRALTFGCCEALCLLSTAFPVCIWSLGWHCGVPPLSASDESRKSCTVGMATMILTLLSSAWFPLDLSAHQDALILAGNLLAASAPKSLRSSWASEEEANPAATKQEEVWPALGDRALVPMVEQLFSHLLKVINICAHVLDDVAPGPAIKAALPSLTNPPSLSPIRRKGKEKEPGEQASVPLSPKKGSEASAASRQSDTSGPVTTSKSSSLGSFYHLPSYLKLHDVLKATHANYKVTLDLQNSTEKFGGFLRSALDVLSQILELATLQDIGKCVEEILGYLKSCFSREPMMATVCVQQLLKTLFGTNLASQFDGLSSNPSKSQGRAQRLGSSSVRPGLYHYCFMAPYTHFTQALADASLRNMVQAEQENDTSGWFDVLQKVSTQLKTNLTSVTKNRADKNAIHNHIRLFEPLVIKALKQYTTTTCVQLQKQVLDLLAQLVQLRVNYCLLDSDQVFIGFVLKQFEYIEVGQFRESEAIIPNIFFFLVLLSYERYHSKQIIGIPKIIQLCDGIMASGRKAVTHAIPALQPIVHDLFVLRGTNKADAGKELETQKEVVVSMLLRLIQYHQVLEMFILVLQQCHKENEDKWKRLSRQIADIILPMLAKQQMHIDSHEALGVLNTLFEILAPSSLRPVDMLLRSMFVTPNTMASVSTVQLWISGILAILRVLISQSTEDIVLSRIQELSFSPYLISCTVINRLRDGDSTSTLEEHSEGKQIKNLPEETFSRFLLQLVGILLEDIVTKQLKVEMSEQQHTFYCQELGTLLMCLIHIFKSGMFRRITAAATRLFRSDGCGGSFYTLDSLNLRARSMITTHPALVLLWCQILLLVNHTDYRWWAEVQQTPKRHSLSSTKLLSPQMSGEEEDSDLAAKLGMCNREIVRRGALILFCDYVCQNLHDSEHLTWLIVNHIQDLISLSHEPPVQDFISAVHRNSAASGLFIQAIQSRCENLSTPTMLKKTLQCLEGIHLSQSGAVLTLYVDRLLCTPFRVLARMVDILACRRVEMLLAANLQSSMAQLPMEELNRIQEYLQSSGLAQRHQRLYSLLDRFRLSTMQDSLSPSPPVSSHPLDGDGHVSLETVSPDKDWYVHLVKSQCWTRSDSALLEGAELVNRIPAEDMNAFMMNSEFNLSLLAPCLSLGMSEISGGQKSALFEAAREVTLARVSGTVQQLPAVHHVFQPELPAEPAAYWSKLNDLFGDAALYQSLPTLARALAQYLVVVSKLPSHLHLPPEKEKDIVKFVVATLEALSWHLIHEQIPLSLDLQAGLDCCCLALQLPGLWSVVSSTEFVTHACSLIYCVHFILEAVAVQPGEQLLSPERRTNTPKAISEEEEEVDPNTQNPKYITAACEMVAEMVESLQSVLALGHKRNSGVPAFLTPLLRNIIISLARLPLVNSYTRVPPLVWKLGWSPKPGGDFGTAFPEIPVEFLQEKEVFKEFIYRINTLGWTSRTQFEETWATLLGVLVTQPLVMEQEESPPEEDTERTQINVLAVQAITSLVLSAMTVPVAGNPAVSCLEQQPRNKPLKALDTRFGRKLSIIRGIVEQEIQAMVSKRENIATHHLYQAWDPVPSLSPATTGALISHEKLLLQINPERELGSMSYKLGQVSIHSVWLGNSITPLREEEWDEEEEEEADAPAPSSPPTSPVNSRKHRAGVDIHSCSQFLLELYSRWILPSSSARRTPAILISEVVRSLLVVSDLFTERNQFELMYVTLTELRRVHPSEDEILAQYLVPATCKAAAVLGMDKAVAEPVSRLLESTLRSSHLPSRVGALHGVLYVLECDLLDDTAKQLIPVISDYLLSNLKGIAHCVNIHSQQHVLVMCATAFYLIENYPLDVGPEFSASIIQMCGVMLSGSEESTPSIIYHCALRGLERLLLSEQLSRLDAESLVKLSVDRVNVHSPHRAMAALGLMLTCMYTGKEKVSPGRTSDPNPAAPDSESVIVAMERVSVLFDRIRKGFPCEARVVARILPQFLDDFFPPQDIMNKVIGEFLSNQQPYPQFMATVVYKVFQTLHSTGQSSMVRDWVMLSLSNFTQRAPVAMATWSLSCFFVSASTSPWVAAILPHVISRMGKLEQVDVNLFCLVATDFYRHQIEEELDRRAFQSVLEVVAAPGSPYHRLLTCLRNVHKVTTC
Pf apPOL inh – Pf-apPOL inhibitors, biochemical, fluorescence; Plasmodium falciparum apicoplast DNA polymerase (apPOL); Recombinant Pf-apPOL, molecular beacon fluorescence, 1.5 h; inhibition, % at 10 µM; hit rate 0.25% among 210,000; AID 1794808, 2022
Numbers without * were called inactive; · = not tested or not shown; & = joins results of further samples. Rule as the data show it: active = inhibition above about 50%; inactive = the rest.

SMILES	mHTT CaM bind	Pf apPOL inh
O=C(Nc1ccc2nc(-c3ccccn3)c(-c3ccccn3)nc2c1)N1CCCCC1	11	-50
Cn1cc(-c2ccccc2C(N)=O)c(=O)c2ccccc21	·	0
Cc1nc2ccccc2n1C/C=C/c1ccccc1	26	1
Cc1ccc(N2NC(=O)CC2=O)cc1C	10	0
Cc1ccc2c(c1)c(-c1ccccc1)nc1nnnn12	1	-7
COC(=O)c1ccc(NC(=O)C(=O)NCC2CCN(C(=O)Oc3ccccc3)CC2)cc1	-1	-4
O=C(CSc1nc2ccccc2s1)Nc1cc2c(cc1Br)OCCO2	-2&-4	-1&-2
O=C(c1cccc([N+](=O)[O-])c1)n1cc(Br)cn1	0&-4	0&-2
CC(=O)NCc1csc(C2CCN(S(=O)(=O)c3ccc(C)c(C)c3)CC2)n1	9	-6
COC(=O)COc1ccc2c(=O)c(Oc3ccccc3OC)c(C)oc2c1	2	-3
COc1ccc(C2=NC(C(C)C)NC(c3cc(Cl)ccc3O)C2)cc1 (stereo not given)	38	-4
Cc1ccc(S(=O)(=O)N(C)c2c(C)ccc(S(=O)(=O)n3nc(C)cc3C)c2C)cc1	-10&-9	-1&-6
Cc1cc(N2C(=O)c3cccc([N+](=O)[O-])c3C2=O)no1	0	-33
S=c1[nH]nc2n1CCCN2	·	-4
Cc1cc(=O)oc(C)c1C(=O)NCCc1ccccc1	2	-10
CCN(CC)C(=O)CC(c1ccc2c(c1)OCO2)c1c(O)cc(OC)cc1OC (stereo not given)	10	-3
Cc1nc(-c2ccc(C(F)(F)F)cc2)sc1C(=O)Sc1ccc(C(F)(F)F)cc1	·	-12
CNC(=O)C(=O)NCCc1ccccc1	-4	-6
CCc1cc(C2CCCN2C(=O)Cc2ccc(OC)cc2)on1 (stereo not given)	-2	-3
CC(=O)N1CCC(CCOc2ccccc2F)CC1	16	-1
O=C(c1cn(-c2ccc(Cl)cc2)c(=O)c2ccccc12)N1CCCCCC1	6	-6
COc1ccc(N2CCN(c3nc4cccnc4s3)CC2)cc1	23	-1
CCO[C@H]1C=C[C@@H](OC(C)=O)[C@H](COC(C)=O)O1	-5	·
O=[N+]([O-])c1ccc(S(=O)(=O)N2CCN(c3ccccc3F)CC2)cc1	3	-5
COc1ccc(C2SCC(=O)N2c2c(C)n(C)n(-c3ccccc3)c2=O)cc1OC (stereo not given)	-1	-5
SMILES	mHTT CaM bind	Pf apPOL inh
Cc1ccc(CNC(=O)C2CCCN(C(=O)c3ccccc3Cl)C2)cc1 (stereo not given)	20	2
Cc1ccc(C2=NC3(CCN(Cc4cccc(F)c4)CC3)NC2=O)cc1	-7	4
CSc1nc2n(n1)C(c1ccc(Br)cc1)C1=C(CC(C)(C)CC1=O)N2 (stereo not given)	7	-2
O=C(c1cccs1)N1CCc2ccc(NC(=O)C3(c4ccc(F)cc4)CC3)cc2C1	-8	-2
O=C(Nc1ccc2oc(-c3ccccc3Br)nc2c1)c1cccnc1	12	-17
Cc1cc(C)nc(SCCCCSc2nc(C)cc(C)n2)n1	-7	-6
Cn1ncc(Br)c1C(=O)O	-6	·
COc1ccc(OC)c(N2C=C(C#N)S(=O)(=O)c3cc(F)ccc32)c1	-4	4
CCc1ccccc1NC(=O)Cn1ncnc1Sc1nc2c(c(=O)n(C)c(=O)n2C)n1C	-2	-6
C[C@@H]1COc2cccc(N(C)CCO)c2S(=O)(=O)N1	-12	-5
Cc1ccccc1C1C(C#N)=C(N)N(c2ncn[nH]2)C2=C1C(=O)CCC2 (stereo not given)	-1	-3
Cc1cc(S(=O)(=O)NCc2ccco2)cc([N+](=O)[O-])c1C	-4	3
O=C1C2C3c4ccccc4C(c4ccccc43)C2C(=O)N1Cc1ccc(F)cc1 (stereo not given)	2&-2	-2&1
O=C1OC(c2cc([N+](=O)[O-])ccc2Cl)=N/C1=C\c1ccc(Cl)cc1	0	-9
O=C(Cc1ccccc1)NCCSc1ccccn1	-2	-6
Cc1cc(C)c(NC(=O)CCc2ccccc2)c(Cl)c1	-5	0
COc1ccc(OCC(=O)Nc2cccc([N+](=O)[O-])c2)cc1	0	2
Cc1cccc2nnc(N3CCCC(C(=O)NC4CCCCCC4)C3)n12 (stereo not given)	-1	0
Cc1ccc(-c2cc3n(n2)CCCN(C(=O)c2cnccn2)C3)cc1	-1	-2
COC(=O)CCc1c(C)nc2c(c(-c3cccs3)nn2C2CCS(=O)(=O)C2)c1C (stereo not given)	6	-10
O=C(NCc1ccco1)N1CCc2nc3cc(-c4ccccc4Cl)[nH]n3c(=O)c2C1	68*	27
O=C1C(=O)N(CCCn2ccnc2)C(c2ccco2)C1=C(O)c1ccc(Cl)cc1 (stereo not given)	2	-2
Cn1c(/C=C2\C(=O)Nc3ccccc32)nc2ccccc2c1=O	9	0
Cc1cccc(NC(=O)C2CC(=O)N(CCc3c[nH]c4ccc(Cl)cc34)C2)c1 (stereo not given)	82*	-1
COc1ccc(C2(C(=O)N3CCCC(c4noc(-c5cccc(OC)c5)n4)C3)CC2)cc1 (stereo not given)	3	-2
SMILES	mHTT CaM bind	Pf apPOL inh
CCCNC(=O)N1CCc2c(c(-c3nc(Cc4ccccc4)no3)nn2C)C1	1	-5
CN1[C@@H](COCc2ccccc2)C=CS1(=O)=O	-1	1
CCCCC(=O)Nc1nc2ccc3sc(C)nc3c2s1	2	-7
CCCC(=O)NC(Nc1cccc(C)c1)C(Cl)(Cl)Cl (stereo not given)	-8	-5
CNc1nc(Cl)nc(Cl)n1	-4	·
Cn1nc(-c2nc(-c3ccc(F)cc3)no2)c2c1CCN(C(=O)C1CCCO1)C2 (stereo not given)	14	-2
O=C(NCCOc1ccc(F)cc1)C(=O)NCc1ccc2c(c1)OCO2	-6	-4
S=c1[nH]c2ccc(Cl)cc2[nH]1	-1	·
CCOC(=O)Nc1nc2c(s1)CN(C(=O)c1cc(-c3ccco3)on1)CC2	1	-7
CCSc1nc2c(c(=O)n1CC)SC(C)C2 (stereo not given)	-3	2
CCS(=O)(=O)Nc1ccc(C2(C(=O)Nc3cccc(F)c3C)CCCCC2)cc1	0	-4
CC1(C)OC2OC(COC(=O)c3ccccc3)C3OC(C)(C)OC3C2O1 (stereo not given)	-11	-4
CCn1c(CNC(=O)C2CCC2)nc2c1CN(C(=O)c1ccc(C)cc1)CC2	3	-6
Cc1ccc(-n2cc(C(=O)O)nn2)c(F)c1	-8	0
CC(C)CCNC(=O)C(=O)NCC1COC2(CCCCC2)O1 (stereo not given)	0	0
CC(C)N1C(=O)c2cccnc2Sc2cc(NC(=O)c3ccc(F)cc3)ccc21	-1	-5
COc1ccc(C2=NN(C(=O)CN3CCC(C)CC3)C(c3cccc(F)c3)C2)cc1 (stereo not given)	24	-5
CCOc1ccc(C2=C/C(=C/c3cccc(OC)c3OC)C(=O)O2)cc1	-3	0
O=S(=O)(c1ccc(F)cc1)N1CCC2(CC1)NCCN=C2NCc1cccc(F)c1	-3	-2
COc1nn(CC(=O)Nc2sc3c(c2C#N)CCC3)cc1[N+](=O)[O-]	13	0
COCCN(CCOC)Cc1c(O)ccc2c1OC(=Cc1ccco1)C2=O	15	5
O=C(NCC1(O)CCc2ccccc21)c1cc(=O)c2ccccc2o1 (stereo not given)	-6	-6
Cc1c(C(=O)Nc2ccccc2C(=O)NC2CCCCC2)cccc1[N+](=O)[O-]	-1	1
COc1ccc(C)cc1NC(=O)N1CCc2nc(-c3ccccc3)ncc2C1	16	-5
CCC1CN(C(=O)Nc2ccccc2F)c2cc(C)ccc2O1 (stereo not given)	-12	0
SMILES	mHTT CaM bind	Pf apPOL inh
CCCC(CCC)C(=O)N1CCc2c(c(C(=O)NCc3ccc(F)cc3)nn2C)C1	77*	-5
Cc1noc(C)c1-c1cccc([N+](=O)[O-])c1	17	-1
Cc1cc(N2CCN(C(=O)c3cccc(F)c3F)CC2)c(F)cc1[N+](=O)[O-]	6&-1	2&1
O=C(NCCc1ccccc1)Nc1cccn2ncnc12	-19	-2
CSc1ncccc1C(=O)N(CCc1ccccc1)Cc1ccccn1	-17	-22
O=C(Nc1ccccc1Cl)N1CCC(c2cnn(-c3cccc(F)c3)c2)CC1	-34	-4
CCOc1ccc(/C=C(\C#N)c2nc3ccccc3[nH]2)cc1OC	3	2
Cc1cccc(NC(=O)C2CCC(Cn3c(=O)[nH]c4ccsc4c3=O)CC2)c1 (stereo not given)	0	2
COc1ccc2c(c1OC)C(=O)OC2Nc1ccc(S(N)(=O)=O)cc1 (stereo not given)	-3	0
Cc1sc2c(=O)n(C(C)C)cnc2c1C(=O)N1CCN(c2ccccc2)CC1	8	2
CCCC(=O)N1CCN(c2cc(C)c([N+](=O)[O-])cc2F)CC1	-2	4
Cc1oc(C2CCN(C(=O)NCC3CCCO3)CC2)nc1C(=O)N1CCCCC1 (stereo not given)	-8	3
C=CCn1c(=O)c2c(nc(Br)n2Cc2ccc(Cl)cc2)n(C)c1=O	3	0
O=C(O)CNC(=O)CN1C(=O)c2cc(Cl)c(Cl)cc2C1=O	-6&0	1&-7
O=C(NC1CC1)c1cccc(OCC2CCCN(C(=O)c3ccc(Cl)cc3)C2)c1 (stereo not given)	1	-4
Cc1ccc(C)c(N2CCN(C(=O)c3cn4c(n3)CCCC4)CC2)c1	51*	-5
CCC(C)(C(=O)NC1CCCC1)N(Cc1cccs1)C(=O)c1ccc(=O)[nH]c1 (stereo not given)	1	1
O=C(CC1CCCCC1)N1CCN(c2nc(CN3CCOCC3)cs2)CC1	10	0
CC(SCc1ccccc1)C(=O)NCc1ccc(Cl)cc1 (stereo not given)	-10	14
CCn1cnc2c1c(=O)n(CCC(C)C)c(=O)n2-c1ccc(F)cc1F	-2	-2
CN1CCN(C(=O)c2csc(COc3ccccc3Cl)n2)CC1	6	-6
COc1cc(C(=O)Nc2ccc(Br)cc2F)c([N+](=O)[O-])cc1OC	-8	-7
O=C(CNC1CCCCC1)Nc1cc(Cl)cc(Cl)c1	·	9
CS(=O)(=O)Oc1ccc2c(c1)OC(=Cc1ccccc1Cl)C2=O	-1	-6
CC12c3ccccc3C(c3ccccc31)C1C(=O)N(c3ccc(Cl)c(C(=O)O)c3)C(=O)C12 (stereo not given)	9	3
SMILES	mHTT CaM bind	Pf apPOL inh
CC(=O)NC1=NN(C(C)=O)C(C)(c2cccnc2)S1 (stereo not given)	-4	-2
O=C(O)CSc1nc2ccsc2c(=O)n1Cc1ccc2c(c1)OCO2	0	-2
COc1cc(Cl)c(C)cc1NC(=O)COc1ccc([N+](=O)[O-])cc1	2	-4
Cc1cccc(NC(=O)CSc2cn(CCNC(=O)c3ccc(F)cc3)c3ccccc23)c1	40	-6
O=C(CCS(=O)(=O)Cc1ccccc1F)NCCC1=CCCCC1	-4	-15
CC(C(=O)O)c1ccc(CC2CCCC2=O)cc1 (stereo not given)	·	2
O=C1NCCN1CCNS(=O)(=O)c1cc(Cl)sc1Cl	·	7
CN1CCN(c2ccc(NC(=O)Cc3ccccc3)cc2)CC1	·	-1
COc1ccccc1N1CCN(C2CCN(C3CCC(c4ccccc4)CC3)CC2)CC1 (stereo not given)	6	-2
N=c1n(Cc2ccccc2)c2ccccc2n1CC(O)COc1ccc(Cl)cc1 (stereo not given)	60*	7
COc1ccc(CNc2ccc(F)cc2C)cc1	24	0
C=CCn1c(Cl)nc2c1c(=O)n(C)c(=O)n2C	5	7
CCn1cc(Cl)c(C(=O)N2CCc3nc4cc[nH]n4c(=O)c3C2)n1	2	6
COc1ccccc1OCCCOc1cccc(C=O)c1	-23	-11
Cc1ccc(C2=N/C(=C\c3cccc([N+](=O)[O-])c3)C(=O)O2)cc1[N+](=O)[O-]	3	-1
O=C(NC1CC1)c1cc2n(n1)CCCN(Cc1ccc(F)cc1)C2=O	-4	10

Of the compounds above, these have a nitro group on carbon:
SMILES	mHTT CaM bind	Pf apPOL inh
O=C(c1cccc([N+](=O)[O-])c1)n1cc(Br)cn1	0&-4	0&-2
Cc1cc(N2C(=O)c3cccc([N+](=O)[O-])c3C2=O)no1	0	-33
O=[N+]([O-])c1ccc(S(=O)(=O)N2CCN(c3ccccc3F)CC2)cc1	3	-5
Cc1cc(S(=O)(=O)NCc2ccco2)cc([N+](=O)[O-])c1C	-4	3
O=C1OC(c2cc([N+](=O)[O-])ccc2Cl)=N/C1=C\c1ccc(Cl)cc1	0	-9
COc1ccc(OCC(=O)Nc2cccc([N+](=O)[O-])c2)cc1	0	2
COc1nn(CC(=O)Nc2sc3c(c2C#N)CCC3)cc1[N+](=O)[O-]	13	0
Cc1c(C(=O)Nc2ccccc2C(=O)NC2CCCCC2)cccc1[N+](=O)[O-]	-1	1
Cc1noc(C)c1-c1cccc([N+](=O)[O-])c1	17	-1
Cc1cc(N2CCN(C(=O)c3cccc(F)c3F)CC2)c(F)cc1[N+](=O)[O-]	6&-1	2&1
CCCC(=O)N1CCN(c2cc(C)c([N+](=O)[O-])cc2F)CC1	-2	4
COc1cc(C(=O)Nc2ccc(Br)cc2F)c([N+](=O)[O-])cc1OC	-8	-7
COc1cc(Cl)c(C)cc1NC(=O)COc1ccc([N+](=O)[O-])cc1	2	-4
Cc1ccc(C2=N/C(=C\c3cccc([N+](=O)[O-])c3)C(=O)O2)cc1[N+](=O)[O-]	3	-1

Screening results from PubChem.

The list is partial; the hit share may differ from the screen's.
